Bioassay records: PubChem, several laboratories
PolyA inhibitor: blocks polyadenylation in yeast reporter cells; calls only at 12 µM; AID 1875; S. cerevisiae SKY197-pL101 polyadenylation reporter, beta-gal luminescence; efflux-impaired pdr1/pdr3 knockout yeast; score 100 = 6 SD above DMSO; 0.02% of 300,000 active;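 active = lowest replicate activity score at least 50, where 100 means six control SD above control mean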;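 also: yeast exposed to compound for 9 h at 30 °C; higher score means more reporter readthrough which indicates perturbed polyadenylation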
HSP90 refold inh: inhibitors of HSP90 luciferase refolding in rabbit reticulocyte lysate; luciferase refolding luminescence, 3 h; inhibition, % at 5.6 µM; 0.91% of 290,000 active; AID 1789;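 active = inhibition above the screen-wide mean plus 3 SD, computed separately per campaign, cut at about 16% in these data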;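 also: 0% = DMSO wells and 100% = 60 µM geldanamycin wells; inhibitors lower the luminescence because luciferase stays unfolded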
HSF1 inh: HSF1 inhibition. NIH3T3-HGL HSE-luciferase, MG132-induced, luminescence 8 h; active compounds read low. AID 2098. 0.77% of 300,000 active. activity change, negative = inhibition, % at 7.5 µM (by protocol);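 active = more than half of replicate wells show activity change below -50%, luminescence cut by over half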;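 also: luciferase reports HSF-1 transcriptional activity via heat shock element; 0% = median of DMSO wells and -100% = zero luminescence signal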
AI-2 QS modul: modulates the Vibrio harveyi AI-2 quorum sensing system. Vibrio harveyi JMH597 AI-2 luminescence/OD600 ratio, 9 h; active compounds read low; strain lacks LuxN and CqsS sensors; 0 = neutral-control median. activity change, % at 7.5 µM. AID 2094. 0.4% of 300,000 active; in the data active = activity change below about -75%, passing the limit was not always enough;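 also: luminescence divided by OD600 gain over 9 h not by final OD600 alone; inactives centre near 13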
HSF1 activator: increases HSF-1 driven luciferase reporter signal | NIH3T3-HGL HSF-1 luciferase reporter, MG132, 8 h; 100% = twice DMSO control signal | activation, % at 9 µM | 1.7% of 300,000 active | AID 504408;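 active = mean replicate activation of at least 50% with a set share of replicates each reaching 50%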;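 also: 0% = median of the neutral control wells and 100% = twice that signal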
GSK3A inh: blocks human GSK-3 alpha kinase. P49840. ADP-Glo luminescence, 60 min. inhibition, % at 10 µM. 0.1% of 320,000 active. AID 2650;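 in the data active = inhibition above about 50%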;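 also: GST-tagged GSK-3 alpha with peptide substrate and 25 µM ATP; 0% = DMSO neutral wells and 100% = GW8510 positive control wells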
Target sequence (P49840 whole entry, looked up): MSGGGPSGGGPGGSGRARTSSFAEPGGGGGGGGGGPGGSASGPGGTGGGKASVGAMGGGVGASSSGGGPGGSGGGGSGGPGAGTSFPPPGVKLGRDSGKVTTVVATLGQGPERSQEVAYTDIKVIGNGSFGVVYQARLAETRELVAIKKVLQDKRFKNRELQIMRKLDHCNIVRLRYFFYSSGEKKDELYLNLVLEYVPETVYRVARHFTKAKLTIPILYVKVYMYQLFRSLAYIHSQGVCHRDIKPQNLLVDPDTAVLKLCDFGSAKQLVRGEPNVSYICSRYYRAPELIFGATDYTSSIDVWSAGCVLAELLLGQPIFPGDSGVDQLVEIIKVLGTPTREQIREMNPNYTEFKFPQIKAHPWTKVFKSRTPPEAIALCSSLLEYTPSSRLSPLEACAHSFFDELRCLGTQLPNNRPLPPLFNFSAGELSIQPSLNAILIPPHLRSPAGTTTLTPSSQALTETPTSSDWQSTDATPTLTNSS
HDAC3 inhib: inhibitors of human histone deacetylase 3. O15379. recombinant HDAC3, fluorogenic peptide/trypsin coupled, fluorescence. inhibition, % at 8.3 µM. 0.15% of 320,000 active. AID 2718; in the data active = inhibition above about 26%, passing the limit was not always enough
Target sequence (O15379 whole entry, looked up): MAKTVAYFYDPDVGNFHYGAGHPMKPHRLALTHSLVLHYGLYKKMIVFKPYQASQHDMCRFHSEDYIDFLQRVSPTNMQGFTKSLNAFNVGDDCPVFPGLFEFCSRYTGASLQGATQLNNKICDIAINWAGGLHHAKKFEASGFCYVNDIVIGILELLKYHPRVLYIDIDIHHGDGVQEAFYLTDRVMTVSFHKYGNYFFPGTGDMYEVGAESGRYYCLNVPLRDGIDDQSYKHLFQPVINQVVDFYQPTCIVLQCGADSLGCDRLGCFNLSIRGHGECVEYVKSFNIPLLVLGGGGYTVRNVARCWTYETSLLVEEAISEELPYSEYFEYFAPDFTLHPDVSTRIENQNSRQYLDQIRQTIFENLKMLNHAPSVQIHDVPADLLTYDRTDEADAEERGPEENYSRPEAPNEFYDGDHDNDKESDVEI
DYRK1A inh: Dyrk1A (rat) kinase inhibition; Q63470; ADP-Glo luminescence, NFATc1 peptide; 0.43% of 310,000 active; inhibition, % at 12.5 µM; in the data active = inhibition above about 50%;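 also: plate controls were vehicle with enzyme for no effect and no enzyme for full effect; many of its hits are not listed in these tables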
Platelet DG rel: platelet dense granule release activity. AID 1663. inhibition, %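 (compounds screened at 7.5 µM in platelet-rich plasma)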. 0.22% of 300,000 active. human platelet-rich plasma, SFLLRN dense granule ATP release, luminescence;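 active = mean replicate score, as percent of positive control, at or above 50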
GSK3B inh: human GSK3beta kinase inhibition; GST-GSK3beta kinase, ADP-Glo luminescence, 60 min; active compounds read low; AID 2097; 0.038% of 300,000 active; activity score (negative = inhibition), % at 10 µM;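 active = more than half of replicate wells score below -50%, meaning over 50% inhibition versus plate controls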;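 also: 0% = median DMSO wells and -100% = median GW8510 positive control wells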
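Test system: GST-fused GSK3beta enzyme, cell-free | Quantity: 1.6 ng GST-GSK3beta enzyme per well | Reagent: 25 µM ATP with peptide substrate | Schedule: 60 min enzyme reaction, room temperature | Signal: Luminescent ADP-Glo measurement of ADP formed | Read-out basis: Score relative to plate controls | Control set: DMSO and 20 µM GW8510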
An asterisk follows results filed as active; i = inactive; · = not tested or not shown.

SMILES	PolyA inhibitor	HSP90 refold inh	HSF1 inh	AI-2 QS modul	HSF1 activator	GSK3A inh	HDAC3 inhib	DYRK1A inh	Platelet DG rel	GSK3B inh
CCOC(=O)c1ccc[n+](CC(=O)c2ccc(OC)cc2)c1	i	-2	-7	4	-6	0	6	-1	-6	0
Nc1nc(Nc2ccccc2)nc2ccccc12	i	11	20	15	39	9	3	56*	59*	-9
CC(=O)c1c(C)[nH]c(C(=O)Nc2cccc(S(=O)(=O)N(C)C)c2)c1C	i	-5	5	14	30	-1	4	4	12	1
CC(Oc1ccc(F)cc1)c1ccnc2nc(/N=C/N(C)C)nn12 (centres undefined)	i	-1	-1	23	-4	10	-17	-3	-5	-1
CC1CCCC(C)N1C(=O)COC(=O)C1CCN(S(=O)(=O)c2ccc3c(c2)OCCO3)CC1 (centres undefined)	i	·	-2	14	-10	·	·	6	11	1
CCN(C(=O)C1CCCN(c2nc(-c3ccc(OC)cc3)no2)C1)c1ccc(OC)cc1 (centres undefined)	i	-6	4	15	30	0	4	2	2	-3
C=CCC1(O)C(=O)N2C(=C1C(=O)OCC)c1ccc3ccccc3c1CC2(C)C (centres undefined)	i	-8	0	72	-2	-3	15	4	4	3
Cc1cc(C)cc(N(CC(=O)NC2CCCC2)C(=O)C2(C)CC(=O)N=C3C=CC=CN32)c1 (centres undefined)	i	3	-8	17	-6	-4	-29	-5	-7	1
CCOC(=O)C1CCCN(C(=O)c2ccc(C)cc2O)C1 (centres undefined)	i	-3	-3	26	6	4	-4	-1	0	-3
Cc1onc(-c2c(Cl)cccc2Cl)c1C(O)c1ccc(F)cc1 (centres undefined)	i	1	3	13	4	-2	-1	-3	-4	0
COc1ccc(N2CC(C(=O)Nc3nnc(SCC(=O)NC(C)(C)C)s3)CC2=O)cc1 (centres undefined)	i	1	-3	6	12	-1	-10	-2	-4	0
Cc1nnc(SC(C)C(=O)Nc2ccc(Cl)cn2)n1Cc1ccccc1 (centres undefined)	i	2	0	0	9	-1	-3	1	-8	-5
O=C(O)CC1(CC(=O)Nc2ccc3ccccc3n2)CCCCC1	i	8	2	34	-7	-7	1	6	4	2
CCCOc1ccc(C(=O)N/N=C/c2c[nH]c3ccc(Br)cc23)cc1	i	0	4	19	10	-3	8	6	14	-2
CCC(NC(=O)CCl)c1ccc(C)cc1 (centres undefined)	i	-1	-5	35	8	-1	-4	·	0	-3

Nothing new here: an excerpt of the list.
SMILES	PolyA inhibitor	HSP90 refold inh	HSF1 inh	AI-2 QS modul	HSF1 activator	GSK3A inh	HDAC3 inhib	DYRK1A inh	Platelet DG rel	GSK3B inh
CCOC(=O)c1ccc[n+](CC(=O)c2ccc(OC)cc2)c1	i	-2	-7	4	-6	0	6	-1	-6	0
Nc1nc(Nc2ccccc2)nc2ccccc12	i	11	20	15	39	9	3	56*	59*	-9
CC(=O)c1c(C)[nH]c(C(=O)Nc2cccc(S(=O)(=O)N(C)C)c2)c1C	i	-5	5	14	30	-1	4	4	12	1
CC(Oc1ccc(F)cc1)c1ccnc2nc(/N=C/N(C)C)nn12 (centres undefined)	i	-1	-1	23	-4	10	-17	-3	-5	-1
CC1CCCC(C)N1C(=O)COC(=O)C1CCN(S(=O)(=O)c2ccc3c(c2)OCCO3)CC1 (centres undefined)	i	·	-2	14	-10	·	·	6	11	1
CCN(C(=O)C1CCCN(c2nc(-c3ccc(OC)cc3)no2)C1)c1ccc(OC)cc1 (centres undefined)	i	-6	4	15	30	0	4	2	2	-3
C=CCC1(O)C(=O)N2C(=C1C(=O)OCC)c1ccc3ccccc3c1CC2(C)C (centres undefined)	i	-8	0	72	-2	-3	15	4	4	3
Cc1cc(C)cc(N(CC(=O)NC2CCCC2)C(=O)C2(C)CC(=O)N=C3C=CC=CN32)c1 (centres undefined)	i	3	-8	17	-6	-4	-29	-5	-7	1
CCOC(=O)C1CCCN(C(=O)c2ccc(C)cc2O)C1 (centres undefined)	i	-3	-3	26	6	4	-4	-1	0	-3
Cc1onc(-c2c(Cl)cccc2Cl)c1C(O)c1ccc(F)cc1 (centres undefined)	i	1	3	13	4	-2	-1	-3	-4	0
COc1ccc(N2CC(C(=O)Nc3nnc(SCC(=O)NC(C)(C)C)s3)CC2=O)cc1 (centres undefined)	i	1	-3	6	12	-1	-10	-2	-4	0
Cc1nnc(SC(C)C(=O)Nc2ccc(Cl)cn2)n1Cc1ccccc1 (centres undefined)	i	2	0	0	9	-1	-3	1	-8	-5
O=C(O)CC1(CC(=O)Nc2ccc3ccccc3n2)CCCCC1	i	8	2	34	-7	-7	1	6	4	2
CCCOc1ccc(C(=O)N/N=C/c2c[nH]c3ccc(Br)cc23)cc1	i	0	4	19	10	-3	8	6	14	-2

The results go on.
SMILES	PolyA inhibitor	HSP90 refold inh	HSF1 inh	AI-2 QS modul	HSF1 activator	GSK3A inh	HDAC3 inhib	DYRK1A inh	Platelet DG rel	GSK3B inh
O=C(c1cc2c(s1)CCCC2)N1CCN(S(=O)(=O)c2ccccc2C(F)(F)F)CC1	i	7	-1	-4	8	-4	5	-7	-1	1
COc1ccc(CC(=O)NNC(=S)Nc2ccccc2)cc1Cl	i	0	0	27	-5	3	1	5	2	2
COc1ccc(OCC(=O)Nc2cc(NC(=O)c3ccco3)ccc2OC)cc1	i	4	-12	-11	7	-3	1	-1	13	4
C=C(C)CN(CC)C(=O)CSc1nc2ncc(Cl)cc2[nH]1	i	-3	2	16	34	-1	-3	-4	-2	0
O=C(NN=C1C2CC3CC(C2)CC1C3)c1ccncc1	i	1	5	5	-6	0	-5	-6	-5	1
Cc1cccc(OCc2ccc(C(=O)Nc3ccc(F)cc3)cc2)c1	i	-1	-4	26	6	-3	·	1	7	-4
COc1ccc([N+](=O)[O-])cc1/C=N/NC(=O)CNC(=O)C(c1ccccc1)c1ccccc1	i	1	-4	13	-21	0	-1	4	2	-1
COc1ccc(NC(=O)CSC2=C(C#N)C(c3ccco3)C(C(=O)Nc3nc4ccccc4s3)=C(C)N2)cc1 (centres undefined)	i	2	4	37	-1	·	5	6	1	2
Nc1c(Cl)cc(Cl)cc1C(=O)OCC(=O)N1CCCC1	i	1	5	6	4	·	·	2	-7	-3
Cc1ccc(NC(=O)Nc2nc3ccccc3s2)cc1NC(=O)Nc1nc2ccccc2s1	i	3	-17	41	-21	-3	·	-2	-14	4
Cc1c(-c2ccc(Cl)cc2)oc(=O)c2c(N)n(-c3ccccc3)nc12	i	-2	-7	0	-4	-4	-6	0	0	1
CC(=O)c1cnc2nc(C)nn2c1C	i	-1	-6	6	-10	·	0	-11	-4	-1
COc1ccc(C(CNC(=O)Nc2cccc(C)c2)N2CCN(C)CC2)cc1 (centres undefined)	i	4	1	32	-3	0	-2	2	-4	-1
O=C(CCn1c(=O)oc2ccccc21)N1CCc2ccccc21	i	-3	20	31	18	-1	7	-4	5	0
COc1cc(C(=O)NCCOC(=O)c2cccc(N(C)C)c2)cc(OC)c1OC	i	-2	-3	7	10	-2	0	2	3	2

Profiles, quoted from the list. Order of screens: PolyA inhibitor, HSP90 refold inh, HSF1 inh, AI-2 QS modul, HSF1 activator, GSK3A inh, HDAC3 inhib, DYRK1A inh, Platelet DG rel, GSK3B inh
Cc1cccc(OCc2ccc(C(=O)Nc3ccc(F)cc3)cc2)c1 in the list: i, -1, -4, 26, 6, -3, ·, 1, 7, -4
Cc1onc(-c2c(Cl)cccc2Cl)c1C(O)c1ccc(F)cc1 (centres undefined) in the list: i, 1, 3, 13, 4, -2, -1, -3, -4, 0

The list goes on.
SMILES	PolyA inhibitor	HSP90 refold inh	HSF1 inh	AI-2 QS modul	HSF1 activator	GSK3A inh	HDAC3 inhib	DYRK1A inh	Platelet DG rel	GSK3B inh
CC(=O)Nc1cc(C(C)(C)C)c(O)c(C(C)(C)C)c1	i	-2	3	21	1	-1	-2	-3	9	1
COC(=O)CC(N)c1ccc(OC)c2ccccc12 (centres undefined)	i	-3	3	15	-5	-1	-8	4	4	0
CCCCn1c(N)c(N(CCOC)C(=O)CCCc2nc3ccccc3s2)c(=O)[nH]c1=O	i	·	-3	16	-4	·	·	1	18	2
O=C(Nc1ccccc1)OC1CCCCc2cccnc21 (centres undefined)	i	-7	-3	22	-23	-1	-2	3	-3	0
CCCCN(C)C(=O)C1CCN(Cc2cccnc2)CC1	i	2	-5	4	5	-1	-1	0	7	-5
N#CCSc1n[nH]c2nc3c(c(=O)n12)C1(CCCC1)Cc1ccccc1-3	i	2	-5	16	-3	2	-11	0	7	6
CC1CN(c2cc(-c3ccccc3)c3ccccc3n2)CC(C)O1 (centres undefined)	i	-1	6	41	7	-5	7	-6	3	0
CCC(C)C(NC(=O)C1CCC(=O)N1C(=O)OCc1ccccc1)C(=O)NC(C(=O)N1CCCC1C(N)=O)C(C)CC (centres undefined)	i	-4	-44	16	-57	-1	-3	-1	0	2
Cc1cc(C)nc(NC(=O)C(c2ccccc2)c2ccccc2)n1	i	-2	-1	5	-3	-2	-9	-2	4	-5
O=C(Nc1nnc(-c2ccco2)o1)c1cccc(N2C(=O)CCC2=O)c1	i	0	-8	25	-11	0	4	-2	7	3
O=C1[C@@H]2[C@H](C(=O)N1n1cnnc1)[C@H]1C=C[C@@H]2C1	i	1	-3	-12	3	-2	2	-2	-2	-4
O=C(CN(Cc1ccco1)C(=O)CNS(=O)(=O)c1ccc(Cl)cc1)NCc1ccco1	i	55*	20	25	27	0	-2	6	4	4
O=[N+]([O-])c1cc([N+](=O)[O-])c(Oc2cncc(Cl)c2)cc1NC1CCCCCCC1	i	-8	0	9	9	-1	-5	-2	-1	1
Cc1ccc2nc(SCCCCOc3ccccc3)[nH]c2c1	i	2	19	-17	18	-8	7	0	-47	-3
OCCNCc1cccc(OCc2ccc(Cl)cc2)c1	i	0	11	22	17	3	-1	-2	-1	-1
Cc1ccc(OCC(=O)NC(=S)Nc2ccc(Br)cn2)cc1C	i	1	1	12	0	4	-14	-1	5	-2
CCN(CC)CCNC(=O)Cn1cnc2sc(C)c(S(=O)(=O)N3CCC(C)CC3)c2c1=O	i	-3	-7	34	14	0	3	-4	-4	-5

Some of the compounds tested, so the mix of outcomes need not match the whole.
